# Screening results deposited in PubChem by NCI.
# All columns: NCI-60 one-dose screen, growth in % after 48 h at 10 µM unless noted; 100 = growth as untreated, 0 = no growth, -100 = all killed.
# K-562 – K-562 leukemia. 7.4% of 78,000 active
# T-47D – T-47D breast cancer; 5% of 79,000 active
# BT-549 – BT-549 breast cancer | 4.4% of 78,000 active
# MCF7 – MCF7 breast cancer. 6.3% of 82,000 active. AID 1794796
# HS 578T – HS 578T breast cancer | 4.1% of 78,000 active
# SR – SR leukemia cells; AID 1794780; 8.7% of 73,000 active
# MDA-MB-231 – MDA-MB-231 breast cancer. 5% of 81,000 active
# MDA-MB-468 – MDA-MB-468 breast cancer; AID 2202374; 8.5% of 78,000 active
# * hit, by the source's call; . = not tested or not shown; & = joins results of further samples. Rule for the calls: active = growth percent below 10; inactive = the rest.
1) O=C(N/N=C/C[C@@H]1[C@@H](/C=C/[C@@H](O)CCc2ccccc2)[C@H](OC(=O)c2ccccc2)C[C@@H]1O)c1ccncc1
2) CCN1C2=C(SC(=S)C1=C1SC(C(=O)OC)=C(C(=O)OC)S1)SC(=Nc1ccc(OC)cc1)C2=O
3) Cc1ccc(-c2nonc2NC(=O)/C(C#N)=C/c2c(Oc3ccccc3)nc3ccccn3c2=O)cc1
4) CCn1cc(C(=O)O)c(=O)c2cnc(N3CCCC3)nc21
5) CC(C)OC(=O)[C@]12CCC(C)(C)C[C@H]1C1=CC[C@@H]3[C@@]4(C)C/C(=C/c5ccncc5)C(=O)C(C)(C)[C@@H]4CC[C@@]3(C)[C@]1(C)CC2
6) COc1ccc(C2=Nn3c(nnc3-n3[nH]c(=O)c4ccccc4c3=O)SC2)cc1
7) CCn1cc(C(=O)O)c(=O)c2cc3c(cc21)OCO3
8) O=C(c1ccc(Cl)cc1)C1Oc2ccccc2C1O (configuration not stated)
screen / no.	1	2	3	4	5	6	7	8
K-562	77.7	7.5*	93.7	.	49.7	99.8	110.4	96.7
T-47D	76.1	12.7	92.5	99.1	74.1	108.9	96.3&108.9	90.2
BT-549	90.7	-80.5*	99.0	103.8	78.9	101.0	99.0&99.6	96.7
MCF7	98.4	4.1*	103.1	103.1	45.8	104.3	97.0&91.4	67.6
HS 578T	98.3	26.2	96.0	99.9	96.0	95.7	104.0&115.5	96.3
SR	70.5	19.2	91.2	109.7	.	106.4	.	91.4
MDA-MB-231	94.8	4.5*	108.3	105.6	97.9	100.3	115.0&115.9	92.9
MDA-MB-468	98.4	-78.0*	99.8	99.2	59.6	99.2	126.6&112.0	80.0

9) COC(=O)[C@]1(C)CC[C@]2(C)CC[C@]3(C)C(=CC[C@@H]4[C@@]5(C)CC(=O)CC(C)(C)[C@@H]5CC[C@]43C)[C@@H]2C1
10) CCOC(=O)C1=C(C(=O)c2ccc(OC)cc2)C(c2ccc(OC)c(OC)c2)C(C(=O)c2ccc(OC)cc2)=C(C(=O)OCC)N1
11) NS(=O)(=O)c1ccc(NCCC(=O)c2ccc3ccccc3c2)cc1
12) Cc1ccc(N=Nc2c(N)nn3c(-c4cc5cc(Br)ccc5oc4=O)ccnc23)cc1
13) Cc1[nH]c(/C=C/C(=O)c2cccs2)c(C)c1C(=O)NCC(F)(F)F
14) COC(=O)c1ccccc1C(=O)OCC(C)(C)[N+](=O)[O-]
15) CCCCNC(=O)Oc1ccc(/C(=C(\C)c2ccccc2)c2ccc(OCCCN(C)C)cc2)cc1
16) CC(C)NCC(O)c1ccc2ccccc2c1 (configuration not stated)
screen / no.	9	10	11	12	13	14	15	16
K-562	102.3	106.3	110.3	64.4	89.6	113.6	25.2	106.7
T-47D	95.9	.	103.2	56.4	89.0	105.6	43.3	111.2
BT-549	104.3	104.9	101.4	53.0	113.4	113.1	86.3	102.8
MCF7	105.6	90.0	96.2	51.1	89.2	102.0	21.9	.
HS 578T	99.5	84.7	98.7	69.4	108.2	101.9	67.6	104.6
SR	96.9	.	85.3	50.2	85.6	.	20.3	.
MDA-MB-231	97.3	.	97.6	-11.1*	113.2	94.0	82.9	98.3
MDA-MB-468	111.8	109.5	92.9	73.5	92.7	117.2	86.5	110.3

17) S=C1N(c2ccccc2)CN(C2CCCCC2)CN1c1ccccc1
18) CN(C)c1ccc(/C=C/C(=O)c2cc(Cl)ccc2O)cc1
19) c1ccc(-c2n[nH]c(-c3ccccn3)n2)nc1
20) CC(=O)CC(=O)Nc1ccc(NC(=O)CC(C)=O)c(C)c1
21) CCOC(=O)c1sc(/N=C2\NC(=O)/C(=C/c3ccc(Cl)cc3)S2)nc1C
22) O=C(Nc1ccccc1)Oc1c(Cl)cc(Cl)c(Cl)c1Cl
23) CCc1ccc(OCc2cn(CC(=O)Nc3nc4ccccc4s3)nn2)cc1
24) COc1ccc(SC2c3ccc(O)cc3Oc3nc(N)c(C#N)c(N)c32)cc1 (configuration not stated)
screen / no.	17	18	19	20	21	22	23	24
K-562	101.2	.	104.4	106.7	83.4	104.7	103.4	.
T-47D	94.3	79.0	95.8	121.0	90.7	.	102.7	85.4
BT-549	.	81.0	.	99.9	92.5	78.3	95.6	30.7
MCF7	88.7	50.1	93.5	97.6	85.5	95.3	96.7	90.7
HS 578T	63.2	106.8	138.8	98.1	83.9	104.0	100.3	94.4
SR	102.4	.	127.3	100.1	107.0	104.3	105.3	59.9
MDA-MB-231	98.2	85.2	116.3	103.3	96.5	106.3	99.4	101.5
MDA-MB-468	.	64.0	100.0	89.9	86.7	32.9	106.1	89.6

25) O=c1ccn(C2CC=C(CO)O2)c(=O)[nH]1 (configuration not stated)
26) C=C(CNCCO)[C@@H]1CC[C@]2(CO)CC[C@]3(C)[C@H](CC[C@@H]4[C@@]5(C)CCC(NCCO)C(C)(C)[C@@H]5CC[C@]43C)[C@@H]12 (some centres not stated)
27) CCC1(CC)CNC(=O)NC1
28) CC(=O)[C@H]1CC[C@]2(C)[C@@H]1CC[C@@H]1[C@@]3(C)CC(CCC#N)(CCC#N)C(=O)C(C)(C)[C@@H]3CC[C@]12C
29) O=[N+]([O-])c1ccccc1I
30) Nc1c(C(=O)Nc2ccccn2)sc2nc3c(cc12)CCCCCCCC3
31) O=C(O)/C=C(\CCc1ccccc1)C(=O)O
32) CN1CCC(c2ccccc2)(c2ccccc2)C(=O)C1
screen / no.	25	26	27	28	29	30	31	32
K-562	92.8	0.4*	112.2	109.7	102.6	22.8	104.0	65.6
T-47D	96.5	84.4	95.7	91.2	97.6	83.4	104.4	13.7
BT-549	106.4	78.9	101.7	102.8	.	78.7	109.7	114.7
MCF7	92.0	47.4	103.2	90.1	92.3	54.3	102.7	27.7
HS 578T	111.8	78.2	109.2	90.5	122.6	73.9	106.6	.
SR	.	-22.9*	.	101.0	95.1	26.1	.	78.2
MDA-MB-231	104.5	51.4	114.1	104.9	105.1	84.2	113.1	.
MDA-MB-468	.	51.0	105.2	99.7	114.4	74.9	106.9	-11.8*

# Among those listed so far, these have a nitro group on carbon.
14) COC(=O)c1ccccc1C(=O)OCC(C)(C)[N+](=O)[O-]
29) O=[N+]([O-])c1ccccc1I
screen / no.	14	29
K-562	113.6	102.6
T-47D	105.6	97.6
BT-549	113.1	.
MCF7	102.0	92.3
HS 578T	101.9	122.6
SR	.	95.1
MDA-MB-231	94.0	105.1
MDA-MB-468	117.2	114.4

# Next part:
33) CCOC1CCCC(n2cnc3c(Cl)ncnc32)O1 (configuration not stated)
34) CCCCO[C@@H]1C=C2[C@H]3CC(C)(C)C(=O)C[C@]3(C(=O)O[C@@H]3O[C@H](CO[C@@H]4O[C@H](CO)[C@@H](OC5OC(C)C(O)C(O)C5O)[C@H](O)[C@H]4O)[C@@H](O)[C@H](O)[C@H]3O)CC[C@@]2(C)[C@]2(C)CC[C@H]3C(C)(C)C(=O)CC[C@]3(C)[C@@H]12 (some centres not stated)
35) C#CC(C)(CC)NC(=O)OCC (configuration not stated)
36) CCCCCCCCCC(=O)Oc1ccc(/C(=C(/CC)Cc2ccccc2)c2ccc(OCCN3CCCC3)cc2)cc1
37) O=C(O)COc1ccccc1F
38) Cc1ccc(-c2nc(SCC(=O)c3ccccc3)nc(Nc3ccc(S(N)(=O)=O)cc3)c2C#N)cc1
39) CCc1nc2c([nH]1)c(=O)n(C)c(=O)n2C
40) COC(=O)c1cccc(NC(=O)c2ccc(-c3cccc([N+](=O)[O-])c3)o2)c1
screen / no.	33	34	35	36	37	38	39	40
K-562	104.5	90.5	95.2	90.0	92.5	70.1	109.9	87.4
T-47D	.	67.4	93.5	60.6	107.4	83.9	107.9	52.9
BT-549	101.1	57.6	99.5	96.1	107.6	73.8	117.7	86.9
MCF7	97.4	55.5	101.1	40.3	106.5	65.1	.	91.7
HS 578T	98.6	85.4	.	86.0	101.3	-0.2*	.	98.3
SR	107.7	69.9	96.8	92.4	99.5	56.9	100.6	95.2
MDA-MB-231	103.2	73.2	111.9	91.8	115.3	33.0	103.9	100.1
MDA-MB-468	98.0	100.8	103.9	106.6	93.5	113.4	108.0	91.1

41) C=CC(=O)c1c(C)cc(O)cc1C
42) Cc1nn(-c2ccc(F)cc2)c2ncnc(N3CCOCC3)c12
43) O=C(NNC(=S)NCc1ccccc1)c1cc2ccc1CCc1ccc(cc1)CC2
44) COC(=O)C1NC(=S)N(c2ccccc2)C1/C=C/c1ccccc1 (configuration not stated)
45) CC(=O)N(Cc1ccccc1)c1nc2c([nH]c3ccccc32)s1
46) Cn1c(=O)c2c(ncn2CN2CCCCC2)n(C)c1=O
47) COc1cc(-c2nc(SCC(C)C)nc(N3CCOCC3)c2C#N)cc(OC)c1OC
48) CC1(C)COC(=S)N1
screen / no.	41	42	43	44	45	46	47	48
K-562	98.9	103.7	104.7	123.6	86.0	101.8	91.0	91.7
T-47D	85.6	122.2	93.9	91.6	88.5	92.5	74.5	99.9
BT-549	88.9	96.0	101.2	101.1	98.2	101.8	115.1	101.9
MCF7	93.4	90.9	101.7	98.5	101.5	98.1	91.5	104.7
HS 578T	93.2	104.8	101.5	108.7	96.2	111.7	84.0	106.4
SR	90.5	98.8	112.7	.	73.6	.	65.6	93.8
MDA-MB-231	89.1	110.4	101.5	111.4	100.4	115.3	62.4	96.5
MDA-MB-468	95.9	107.8	106.8	110.1	.	95.9	114.1	99.5

49) NS(=O)(=O)c1cccc([N+](=O)[O-])c1
50) COc1ccc2cc(C(C)C(=O)Nc3ccc(C(=O)Nc4ccc(S(=O)(=O)Nc5ncccn5)cc4)cc3)ccc2c1 (configuration not stated)
51) N#CC1=C(N)Oc2c(cnn2-c2ccc([N+](=O)[O-])cc2[N+](=O)[O-])C1c1ccccc1 (configuration not stated)
52) C#C[C@]1(O)CCC2C3CCC4=C(CCC(=O)C4)C3CC[C@@]21C (some centres not stated)
53) COc1ccc(/C=C2/CN(C(=O)c3ccccc3F)C/C(=C\c3ccc(OC)cc3)C2=O)cc1
54) CN(C)c1ccc(C=Nc2n[nH]c(Nc3ccccc3)c2C#N)cc1
55) O=C(CCn1cnc2c(cc(-c3ccccc3)n2-c2ccccc2)c1=O)Nc1ccccc1
56) NC(=S)N/N=C/c1ccc(OC(=O)COc2ccc(Cl)cc2)cn1
screen / no.	49	50	51	52	53	54	55	56
K-562	86.5	102.7	.	101.0	2.8*	.	96.2	44.1
T-47D	104.3	95.2	98.0	154.5	62.7	94.4	99.3	33.9
BT-549	111.5	101.0	106.7	122.2	37.0	.	104.3	55.0
MCF7	102.0	94.0	97.0	129.1	8.2*	95.1	97.2	23.6
HS 578T	101.5	125.4	89.0	79.0	38.9	92.1	110.8	113.8
SR	80.0	.	98.2	101.6	-23.2*	.	103.0	.
MDA-MB-231	107.1	94.6	104.6	118.4	70.5	100.7	99.3	66.6
MDA-MB-468	116.5	104.3	87.7	104.4	1.0*	115.0	101.3	24.6

57) Cc1sc2nc(N3CCCCC3)[nH]c(=O)c2c1C
58) O=C(Nc1ncc(Cc2ccccc2)s1)c1ccc2c(c1)OCCCO2
59) COc1ccc(-c2nn(C(=O)NCCN3CCCCC3)cc2-c2ccncc2)cc1Cl
60) O=[N+]([O-])c1cc(-c2nnc(Cn3c(COc4cccc5ccccc45)nc4ccccc43)o2)cc([N+](=O)[O-])c1
61) COc1cc(-c2nn(-c3ccccc3)cc2-c2ccnc(NCCNS(=O)(=O)c3ccccc3)n2)ccc1Cl
62) CSc1ncc(C)c(=O)[nH]1
63) Nc1nc2c(F)c(F)c(F)c(F)c2s1
64) CN(C)c1ccc(-c2c(C#N)c(=O)nc3n2CC(=O)S3)cc1
screen / no.	57	58	59	60	61	62	63	64
K-562	91.2	9.3*	104.3	89.7	93.8	98.7	93.1	130.9
T-47D	84.2	18.1	88.2	92.8	66.2	96.6	91.3	118.5
BT-549	99.1	48.8	104.8	98.8	95.8	107.3	105.2	109.4
MCF7	96.1	16.1	99.3	83.2	81.0	99.5	93.7	106.8
HS 578T	.	49.7	99.9	85.7	88.1	110.4	100.4	111.4
SR	97.0	7.2*	90.2	.	76.3	90.6	86.5	114.1
MDA-MB-231	99.4	44.0	90.0	88.8	85.6	102.1	115.6	99.9
MDA-MB-468	96.6	7.9*	112.5	101.4	74.4	102.0	97.9	99.5

65) N#Cc1ccc(NC(=O)CSc2ccc(-c3ccc(Cl)cc3)nn2)cc1
66) COc1ccc(-c2nnc(COc3ccccc3Cl)o2)cc1
67) CCOC(=O)C(Cc1ccc(OC)c(OC)c1C)(NC(C)=O)C(=O)OCC
68) O=C(O)c1ccc(Cl)cc1O
69) O=C(Cn1cc(-c2ccc(F)cc2)nn1)Nc1nc2ccccc2s1
70) CN1C(=O)CNC(=O)[C@H](NC(=O)c2nc3ccccc3cc2O)CSSC[C@H]1C(=O)NCCc1nc2ccccc2cc1O
71) Cc1ccc2oc(=O)cc(/C=N\Nc3nc(-c4ccc(Cl)cc4Cl)cs3)c2c1
72) CCCC(C)NCCCCCNc1cc(OC)cc2cccnc12 (configuration not stated)
screen / no.	65	66	67	68	69	70	71	72
K-562	26.5	86.4	107.0	106.6	90.2	5.3*	78.0	59.3
T-47D	62.4	85.4	95.7	100.1	104.9	65.3	74.9	79.4
BT-549	65.4	93.3	117.9	101.3	97.4	79.4	98.6	104.7
MCF7	55.8	97.5	100.3	97.9	93.4	47.5	79.6	60.8
HS 578T	83.1	100.7	89.8	114.7	95.6	92.3	93.4	89.3
SR	.	100.7	108.2	102.5	99.1	-41.8*	80.1	62.6
MDA-MB-231	.	87.6	96.4	92.8	99.5	.	81.4	87.2
MDA-MB-468	79.4	116.7	83.9	93.4	105.6	16.0	93.7	68.7
